GRP78 ERSR act: inducers of ER stress response in human glioma cells | U87-MG GRP78 promoter luciferase reporter, 16 h | Potency, µM, inactives show top-dose activation, actives largely listed as activators | 420,000 tested, 0.02% active | AID 602332; also: potency is read from the fitted curve at half-maximal effect; series mostly up to about 76 µM; % of control where 0% means no effect; nearly all actives have a fitted effect of over 35% in size
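ERSR induction read as luciferase luminescence (Bright-Glo, 10 min at room temperature) in stably transfected human U87-MG glioma cells exposed to compounds for 16 h, using GRP78 as sensor.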
Apoferritin bind: candidate novel general anesthetic via apoferritin binding. P02791. apoferritin/1-aminoanthracene competitive binding, fluorescence. Potency, µM (doses to about 77.5 µM), without a hit: at the top dose activity change, negative = displacement, most hits filed as inhibitors. 350,000 tested, 0.074% active. AID 485281; also: potency is read from the fitted curve at half-maximal effect; % is scaled to controls: 0 for no effect and ±100 for the full control effect; nearly all actives have a fitted effect of over 20% in size
Target sequence (P02791 2-175 limits assumed): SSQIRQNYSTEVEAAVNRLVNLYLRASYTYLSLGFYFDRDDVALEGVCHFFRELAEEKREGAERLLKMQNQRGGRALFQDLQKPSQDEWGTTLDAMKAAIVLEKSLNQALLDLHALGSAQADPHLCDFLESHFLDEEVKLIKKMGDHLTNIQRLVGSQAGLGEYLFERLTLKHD
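Read-out: endpoint 1-AMA fluorescence, excitation 380 nm and emission 535 nm, after compounds sit 10 min at room temperature with 10 uM horse-spleen apoferritin in 50% saturated 1-AMA/PBS. Values come from four-parameter Hill fits.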
LDHA inh: inhibitors of human lactate dehydrogenase A; purified LDHA, NADH/diaphorase-resazurin fluorescence; hits give low values; 480,000 tested, 0.15% active; AID 1347041; activity change, % (values are at about 110 or 230 µM); P00338; in the data active = activity change below about -30%; inconclusive = mostly about -25% to -30%;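 also: plate controls were DMSO wells for no effect and wells without enzyme for full effect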
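Enzyme activity of human lactate dehydrogenase 5 (2 nM; 0.06 mM NADH, 0.2 mM pyruvate, 5 min, RT) is measured via a resazurin/diaphorase fluorescence readout of residual NADH.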
POLB inh: blocks human DNA polymerase beta activity; Pol beta primer extension/strand displacement, fluorescence kinetic; Potency, µM (series often up to 114 µM), for the others: top-dose activity change, negative = inhibition, actives largely listed as inhibitors; 340,000 tested, 1.3% active; also: potency is read from the fitted curve at half-maximal effect; % is scaled to controls: 0 for no effect and ±100 for the full control effect
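Human Pol beta at 10 nM; strand-displacement substrate 50 nM final. Compound exposure 15 min at room temperature before start, reaction 10 min at room temperature.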
BLM inh: inhibitors of human Bloom syndrome helicase BLM; recombinant BLM DNA unwinding, fluorescence dequenching; Potency, µM (doses to about 56.1 µM), for inactives: top-dose activity change, negative = inhibition, hits mostly inhibitors; 350,000 tested, 0.2% active; AID 2528;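 also: potency is read from the fitted curve at half-maximal effect; plate controls were vehicle for no effect and no enzyme for full effect; nearly all actives have a fitted effect of over 35% in size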
APE1 inh: blocks human APE1 abasic DNA cleavage | Potency, µM (highest dose often 65.8 µM), for inactives: at the highest dose activity change, negative = inhibition, hits mostly inhibitors | 350,000 tested, 0.35% active | P27695 | recombinant APE1, TAMRA/BHQ-2 abasic DNA cleavage fluorescence;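 also: potency is read from the fitted curve at half-maximal effect; plate controls were vehicle for no effect and reference inhibitor for full effect; nearly all actives have a fitted effect of over 55% in size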
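Readout is kinetic fluorescence (ex 525, em 598 nm) from cleavage of 50 nM TAMRA/BHQ-2 THF abasic duplex by 0.75 nM APE1, compound added 15 min beforehand at RT.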
Pol eta inh: inhibitors of human DNA polymerase eta. Q9Y253. 390,000 tested, 1.2% active. AID 588591. Potency, µM (highest dose often 114 µM), inactives show top-dose activity change, negative = inhibition, hits mostly inhibitors. recombinant Pol eta, fluorescent DNA replication assay; also: potency is read from the fitted curve at half-maximal effect; % is scaled to controls: 0 for no effect and ±100 for the full control effect
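Fluorescent replication assay: 50 nM final substrate added after a 15 min room-temperature compound preincubation with 10 nM enzyme. Signal taken at 0 min and again at 10 min.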
POLI inh: DNA polymerase iota (human) inhibition. Q9UNA4. Pol iota fluorescent replication assay, 10 min. Potency, µM (doses to about 115 µM), inactives show at the top dose activity, negative = inhibition, hits mostly inhibitors. 390,000 tested, 1% active. AID 588590; also: potency is read from the fitted curve at half-maximal effect
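Fluorescent replication assay read twice, at 0 min and 10 min after adding 50 nM (final) substrate. Enzyme (10 nM) and compounds were first incubated 15 min at room temperature; enzyme-free buffer wells were negative controls.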
Pol kappa inh: inhibitors of human DNA polymerase kappa; 400,000 tested, 0.53% active; Potency, µM (top dose mostly 107 µM), for the others: at the top dose activity, negative = inhibition, most hits filed as inhibitors; purified Pol kappa, fluorescent DNA synthesis assay, 10 min; also: potency is read from the fitted curve at half-maximal effect; % is scaled to controls: 0 for no effect and ±100 for the full control effect
Target sequence (Q9UBT6 whole entry, looked up): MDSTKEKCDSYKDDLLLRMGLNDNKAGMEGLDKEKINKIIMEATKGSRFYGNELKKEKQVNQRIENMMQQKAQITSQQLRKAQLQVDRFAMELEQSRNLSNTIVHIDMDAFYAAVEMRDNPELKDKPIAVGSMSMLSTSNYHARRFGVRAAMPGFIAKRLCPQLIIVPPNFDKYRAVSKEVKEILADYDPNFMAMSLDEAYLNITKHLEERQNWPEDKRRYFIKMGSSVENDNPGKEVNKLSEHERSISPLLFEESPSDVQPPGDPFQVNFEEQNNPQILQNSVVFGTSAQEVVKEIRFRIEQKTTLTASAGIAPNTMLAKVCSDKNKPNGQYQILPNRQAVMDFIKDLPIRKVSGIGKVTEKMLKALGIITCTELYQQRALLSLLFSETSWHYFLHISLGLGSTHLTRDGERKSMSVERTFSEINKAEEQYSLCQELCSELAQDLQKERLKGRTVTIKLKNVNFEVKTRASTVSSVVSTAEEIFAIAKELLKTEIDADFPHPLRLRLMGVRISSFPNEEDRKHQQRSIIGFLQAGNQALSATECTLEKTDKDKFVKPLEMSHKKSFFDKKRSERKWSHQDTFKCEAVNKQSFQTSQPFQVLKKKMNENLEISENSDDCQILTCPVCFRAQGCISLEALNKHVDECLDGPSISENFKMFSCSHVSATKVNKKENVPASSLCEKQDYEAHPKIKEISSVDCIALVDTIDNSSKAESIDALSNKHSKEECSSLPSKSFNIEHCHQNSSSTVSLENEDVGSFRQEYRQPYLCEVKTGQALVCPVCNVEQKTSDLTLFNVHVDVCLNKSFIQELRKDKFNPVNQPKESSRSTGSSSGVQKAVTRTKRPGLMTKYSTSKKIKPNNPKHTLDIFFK
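Enzyme at 10 nM met test compounds for 15 min at room temperature. Substrate addition (50 nM final) began the reaction, which was monitored by fluorescence at 0 and 10 min.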
Active calls of the source: *; ? = inconclusive; nt = no result given; & = joins results of further samples; [ ] = dose if it differs, or a comment. Unless noted, calls follow the shape of the dose curve; as a rule, active = well fitted curve in the direction sought with a large enough effect; inconclusive = small, poorly fitted or top-dose-only effect, or another doubt; inactive = no such curve, though single readings can be large; an effect the other way counts as inactive or inconclusive. An excerpt; the hit share may differ from the screen's.

(1) Cc1ccc(-c2csc(NC(=O)/C=C/c3ccco3)c2C(=O)O)cc1
(2) COc1ccc(OC)c(/C=N/NC(=O)CN2CCSCC2)c1
(3) O=C(CCNC(=O)N1CCn2c1nc1ccccc12)NCc1ccccc1
(4) CC(C)(C)C(=O)N1CCN(c2nc3ccc(Cl)cc3s2)CC1
(5) CCOc1ccccc1NC(=O)N1CC(C)Oc2ccc(Cl)cc21 (centres undefined)
(6) Cc1cccc(C)c1OCC(=O)NCC1(N(C)C)CCCCC1
(7) CCCNS(=O)(=O)c1ccc(OCC(=O)Nc2ccc3c(c2)OCCO3)c(C)c1
(8) Cn1cccc1C(=O)NC(=O)COC(=O)CC12CC3CC(CC(C3)C1)C2
assay / compound	1	2	3	4	5	6	7	8
GRP78 ERSR act	1%	-3%	-4%	0%	-3%	-4%	-3%	-3%
Apoferritin bind	-15%	53%[activator]	-6%	-8%	?	-1%	nt	?
LDHA inh	-8	-15	-4	-9	9	-8	-9	1
POLB inh	28µM*	4%	18%	27%	-10%	0%	nt	-2%
BLM inh	?	1%	2%	-4%	0%	3%	nt	-6%
APE1 inh	?	-3%	27%	11%	nt	nt	4%	-12%
Pol eta inh	28µM*	-1%	-18%	-19%	-21%	-20%	-7%	-25%
POLI inh	?	11%	47%[activator]	67%[activator]	10%	14%	34%[activator]	7%
Pol kappa inh	50µM*	-26%	-4%	-4%	-9%	0%	-6%	-6%

(9) CC(C)C(NC(=O)c1ccc(Cl)cc1Cl)C(=O)N1CCN(S(=O)(=O)c2ccccc2)CC1 (centres undefined)
(10) CCCCN1C(=O)C(O)(CC(=O)c2ccccc2OC)c2ccccc21 (centres undefined)
(11) CS(=O)(=O)N1CCN=C1SCc1ccc(Br)cc1
(12) O=C(CCn1c(=S)oc2ccccc21)Nc1cccc(F)c1
(13) COC(=O)c1ccccc1S(=O)(=O)NNC(=O)c1ccccc1-n1cccc1
(14) CCOc1ccc(/C(O)=C2/C(=O)C(=O)N(CCN(CC)CC)C2c2ccco2)cc1 (centres undefined)
(15) CCCOc1ccc(C2c3c(oc4ccccc4c3=O)C(=O)N2c2nnc(C(C)C)s2)cc1 (centres undefined)
(16) Cc1ccc(S(=O)(=O)N(C(=O)c2ccncc2)c2ccc(OC(=O)c3ccncc3)cc2)cc1
assay / compound	9	10	11	12	13	14	15	16
GRP78 ERSR act	-2%	-2%	-4%	-7%	-6%	2%	0%	-3%
Apoferritin bind	nt	-6%	?	1%	-11%	2%	-9%	-20%
LDHA inh	-3	-3	-4	-6	0	3	-3	-3
POLB inh	nt	32%	13%	-1%	0%	22%	1%	30%
BLM inh	nt	0%	-1%	-3%	1%	-1%	-1%	1%
APE1 inh	36%	-2%	-2%	7%	3%	4%	nt	0%
Pol eta inh	-7%	-25%	-19%	-11%	-7%	-15%	-15%	-7%
POLI inh	41%[activator]	27%	27%	53%[activator]	8%	-2%	35%[activator]	22%
Pol kappa inh	-1%	0%	3%	-3%	-4%	-3%	-9%	-4%

(17) CC(=O)c1ccc(NC(=O)c2ccc(CNc3c(N4CCOCC4)c(=O)c3=O)cc2)cc1
(18) COC(=O)c1cc(S(=O)(=O)N(Cc2ccccc2)C(C)(C)C)c[nH]1
(19) CS(=O)(=O)Cc1nc2ccccc2n1CC(=O)Nc1cccc(S(=O)(=O)N2CCCC2)c1
(20) CCN(CC)CCC(=O)N1c2ccccc2CCc2ccc(NC(=O)OC(C)C)cc21
(21) CCn1ccnc1C(O)(c1ccccc1)c1ccccc1
(22) CC(C)c1ccccc1OCCCCCN1CCOCC1
(23) CCOc1ccc2nc(N3CCCC(C(=O)NC4CCCC4)C3)sc2c1 (centres undefined)
(24) Cc1ccc(C(=O)N/C(=C/c2cn(-c3ccccc3)nc2-c2ccccc2)C(=O)O)cc1
assay / compound	17	18	19	20	21	22	23	24
GRP78 ERSR act	2%	-3%	-3%	-1%	-1%	-3%	6%	-3%
Apoferritin bind	2%	-5%	nt	?	-23%	nt	-3%	-1%
LDHA inh	-2	-5	-3	3	-3	-17	-4	-7
POLB inh	5%	18%	nt	1%	1%	nt	-11%	34%
BLM inh	-4%	-5%	nt	-5%	-2%	nt	-3%	-3%
APE1 inh	-6%	-11%	nt	19%	8%	nt	46%	25%
Pol eta inh	6%	-8%	-19%	-15%	5%	-5%	-19%	-2%
POLI inh	-5%	2%	28%	23%	-5%	6%	34%[activator]	3%
Pol kappa inh	2%	-9%	7%	1%	2%	-12%	-15%	-15%

(25) Cc1c(CN2CCC(CO)(CCOc3ccccc3)CC2)[nH]c2ccc(Cl)cc12
(26) O=C(CSc1nnnn1-c1ccccc1)CSc1nnnn1-c1ccccc1
(27) CCN(CC)c1nc(C(N)=O)cc(-c2ccccc2)n1
(28) Cc1ccc(CNC(=O)C2CCC(=O)N(CCc3ccccn3)C2)s1 (centres undefined)
(29) COc1ccccc1CNc1nc(-c2cccc(NS(C)(=O)=O)c2)nc2ccccc12
(30) Cc1ccc(OCCC(=O)N(CC(=O)Nc2ccccc2C(F)(F)F)Cc2ccco2)cc1
(31) CC(C)c1ccc(NC2CCCN(C(=O)CCN3CCOCC3)C2)cc1 (centres undefined)
(32) COc1ccccc1CNC(=O)C1CC(c2c(Cl)cccc2Cl)=NO1 (centres undefined)
assay / compound	25	26	27	28	29	30	31	32
GRP78 ERSR act	-14%	-3%	-1%	-4%	-6%	-4%	3%	-4%
Apoferritin bind	-14%	-8%	2%	-6%	nt	nt	-6%	-21%
LDHA inh	0	-5	-3	-5	nt	0	2	-10
POLB inh	8%	?	6%	0%	nt	nt	34%	13%
BLM inh	-4%	-17%	-9%	0%	-7%	nt	-3%	0%
APE1 inh	27%	-6%	5%	12%	-11%	0%	41%	-5%
Pol eta inh	-15%	4%	-18%	-17%	nt	?	-2%	-15%
POLI inh	22%	?	18%	36%[activator]	nt	-2%	5%	-6%
Pol kappa inh	-20%	-12%[60.1 µM]	-20%	-1%	-2%[60.1 µM]	-16%	3%	-13%

Some of the entries so far, with tabs:
#	SMILES	GRP78 ERSR act	Apoferritin bind	LDHA inh	POLB inh	BLM inh	APE1 inh	Pol eta inh	POLI inh	Pol kappa inh
26	O=C(CSc1nnnn1-c1ccccc1)CSc1nnnn1-c1ccccc1	-3%	-8%	-5	?	-17%	-6%	4%	?	-12%[60.1 µM]
27	CCN(CC)c1nc(C(N)=O)cc(-c2ccccc2)n1	-1%	2%	-3	6%	-9%	5%	-18%	18%	-20%
28	Cc1ccc(CNC(=O)C2CCC(=O)N(CCc3ccccn3)C2)s1 (centres undefined)	-4%	-6%	-5	0%	0%	12%	-17%	36%[activator]	-1%
29	COc1ccccc1CNc1nc(-c2cccc(NS(C)(=O)=O)c2)nc2ccccc12	-6%	nt	nt	nt	-7%	-11%	nt	nt	-2%[60.1 µM]

Additional compounds.
(33) CC(C)(O)C#Cc1ccc(C(=O)NCc2ccccc2F)cc1
(34) CC1(OC(=O)C2CCCC2)C(=O)C=C2C=C(c3ccsc3)OC=C2C1=O (centres undefined)
(35) CC(C)CN1C(=O)C(=O)N(CC(=O)Nc2cccc(Cl)c2Cl)C1=O
(36) Cc1cccc(OCCC(=O)Nc2ccc(Cl)cc2F)c1
(37) COc1cccc(CSc2nc3n(n2)C(c2cccnc2)C(C(=O)Nc2ccccc2C)=C(C)N3)c1 (centres undefined)
(38) COc1ccc(-c2c(-c3ccc(OC)c(F)c3)c3ccccc3n2C)cc1
(39) Cc1ccccc1-n1c(SCC(=O)N2CCOCC2)nc(O)c(Cc2ccccc2)c1=O
(40) Cn1c(=S)c2[nH]c(SCCC(C)(C)C)nc2n(C)c1=O
assay / compound	33	34	35	36	37	38	39	40
GRP78 ERSR act	9%	-5%	-5%	2%	-3%	-2%	0%	-3%
Apoferritin bind	-2%	-14%	nt	?	-13%	nt	-7%	nt
LDHA inh	-4	11	-5	-3	-6	2	-5	-6
POLB inh	8%	35µM*	nt	19%	2%	nt	21%	nt
BLM inh	0%	1%&-14%	nt	-2%	-11%	nt	-3%	nt
APE1 inh	-8%	9%&-5%	10%	-21%	nt	43%	3%	nt
Pol eta inh	-14%	32µM*	-1%	-10%	3%	-9%	10%	-5%
POLI inh	3%	45µM*	10%	7%	29%	29%	17%	10%
Pol kappa inh	-3%	?	0%	-7%	-8%[60.1 µM]	-4%	-8%	-17%

Structures listed so far printed as active in POLI inh.
(34) CC1(OC(=O)C2CCCC2)C(=O)C=C2C=C(c3ccsc3)OC=C2C1=O (centres undefined)
assay / compound	34
GRP78 ERSR act	-5%
Apoferritin bind	-14%
LDHA inh	11
POLB inh	35µM*
BLM inh	1%&-14%
APE1 inh	9%&-5%
Pol eta inh	32µM*
POLI inh	45µM*
Pol kappa inh	?

(further entries)
(41) O=C(O)c1cccc(C(=O)Cc2ccccc2)c1
(42) COc1ccccc1-c1nnc(NC(=O)Cc2ccccc2)o1
(43) Cc1ccc(NC(=O)N2CCC(C(=O)NCc3ccc(F)cc3)CC2)cc1
(44) COc1ccc(NC(=O)COc2ccccc2Cc2ccccc2)cn1
(45) COCC(=O)Nc1cccc2ccccc12
(46) COc1ccccc1NC(=O)c1ccc(NC(=O)COC(=O)C(C)C)cc1
(47) Fc1ccccc1CN1CCN(c2ncccn2)CC1
(48) COC(=O)Nc1cc(C(=O)c2ccc(Cl)cc2Cl)c[nH]1
(49) Cc1cc(=O)oc2cc(NC(=O)Cc3ccccc3[N+](=O)[O-])ccc12
assay / compound	41	42	43	44	45	46	47	48	49
GRP78 ERSR act	-3%	-4%	-2%	-3%	-5%	-3%	-5%	7%	2%
Apoferritin bind	-5%	-3%	-6%	nt	4%	-6%	-6%	-1%	-13%
LDHA inh	-9	2	-3	-2	-1	-2	-20	2	1
POLB inh	27%	11%	-17%	nt	4%	-1%	?	23%	3%
BLM inh	-1%	-3%	-4%	nt	-6%	-6%	2%	-5%	0%
APE1 inh	16%	14%	0%	-17%	1%	1%	-14%	17%	2%
Pol eta inh	-15%	-3%	-9%	-10%	4%	-6%	-6%	-19%	-14%
POLI inh	-5%	-24%	0%	12%	0%	147%[activator]	117%[activator]	-3%	57%[activator]
Pol kappa inh	-5%	1%	2%	-11%	2%	-9%	2%	-15%	3%
